Luciferase inh: Photinus pyralis luciferase inhibition. AID 1347043. P08659. 76,000 compounds, 2.5% hits. Potency, µM (top dose mostly 115 µM), without a hit: top-dose activity change, negative = inhibition, actives largely listed as inhibitors. purified P. pyralis luciferase, luminescence, biochemical; also: potency is read from the fitted curve at half-maximal effect; nearly all actives have a fitted effect of over 65% in size
Target sequence (P08659 whole entry, looked up): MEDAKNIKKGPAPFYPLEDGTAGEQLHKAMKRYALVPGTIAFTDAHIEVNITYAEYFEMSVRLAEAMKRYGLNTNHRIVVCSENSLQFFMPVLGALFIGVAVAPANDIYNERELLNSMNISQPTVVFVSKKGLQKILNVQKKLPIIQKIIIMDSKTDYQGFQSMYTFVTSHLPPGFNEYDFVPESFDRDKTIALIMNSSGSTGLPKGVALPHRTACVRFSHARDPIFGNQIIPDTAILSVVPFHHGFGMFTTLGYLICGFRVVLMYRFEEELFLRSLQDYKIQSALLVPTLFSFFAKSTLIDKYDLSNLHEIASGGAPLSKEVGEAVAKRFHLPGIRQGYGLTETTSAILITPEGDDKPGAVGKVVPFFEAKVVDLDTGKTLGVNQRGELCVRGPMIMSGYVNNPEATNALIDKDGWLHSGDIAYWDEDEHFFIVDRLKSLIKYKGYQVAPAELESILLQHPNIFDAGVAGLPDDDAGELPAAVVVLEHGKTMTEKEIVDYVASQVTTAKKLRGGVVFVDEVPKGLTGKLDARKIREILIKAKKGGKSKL
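Biochemical qHTS: compound (6-point titration) added to 10uM D-luciferin plus 10uM ATP in Tris acetate pH 7.5 buffer with Mg, Tween-20 and BSA, then purified enzyme at 10nM; light output imaged.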
3T3 cytotox: kills NIH 3T3 cells; NIH 3T3 viability, CellTiter-Glo ATP luminescence, 48-72 h; Potency, µM (top dose mostly 96.7 µM), without a hit: at the highest dose activity change, negative = cytotoxicity, usual class: inhibitors; 94,000 compounds, 4.3% hits; AID 1345082; also: potency is read from the fitted curve at half-maximal effect; nearly all actives have a fitted effect of over 55% in size
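NIH 3T3 cells at 400 cells/well received 23 nL of compound by pintool and were incubated 48 or 72 h at 37 °C. Viability was read as ATP-coupled CellTiter-Glo luminescence.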
HEK293 viab: cell viability loss counter-screen; HEK-293-SNCA-luc viability, GF-AFC fluorescence, 24 h; Potency, µM (top dose mostly 57.1 µM), without a hit: top-dose activity change, negative = cytotoxicity, most hits filed as cytotoxic; 150,000 compounds, 0.12% hits; AID 1671193;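 also: potency is read from the fitted curve at half-maximal effect; 0% = DMSO-treated cells and -100% = medium-only wells without cells; nearly all actives have a fitted effect of over 30% in size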
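Cytotoxicity counterscreen: after 24 h compound treatment of genome-edited SNCA-luciferase HEK-293 cells, live-cell protease substrate GF-AFC read by fluorescence after 30 min; activity scaled between DMSO (0%) and medium-only (-100%), curves Hill-fitted.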
SNCA expr inhib: reduces expression of the alpha-synuclein gene | HEK-293 SNCA-luciferase knock-in, luminescence, 24 h | Potency, µM (top dose mostly 57.2 µM), without a hit: top-dose activity change, negative = inhibition, usual class: inhibitors | 140,000 compounds, 0.17% hits | AID 1671194;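 also: potency is read from the fitted curve at half-maximal effect; plate controls were DMSO cells for no effect and cell-free wells for full effect; nearly all actives have a fitted effect of over 45% in size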
GPT2 inh: inhibitors of human GPT2 alanine aminotransferase; 100,000 compounds, 0.25% hits; Potency, µM (series often up to 57.7 µM), for inactives: at the highest dose activity change, negative = inhibition, most hits filed as inhibitors; Recombinant GPT2, coupled pyruvate oxidase/HRP Amplex Red fluorescence; Q8TD30; also: potency is read from the fitted curve at half-maximal effect; nearly all actives have a fitted effect of over 60% in size; many of its hits are not listed in these tables
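Fluorescence of coupled pyruvate oxidase/HRP/Amplex Red system (50uM Amplex, 30 min, dark) reports pyruvate formed by GPT2. Enzyme reaction: 10ng/uL GPT2, 2mM L-alanine, 250uM a-KG, 30 min room temperature, pH 7.5; 50uM AOA control.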
HEK293 tox: HEK 293 cell cytotoxicity | Potency, µM (top dose mostly 115 µM), inactives show top-dose activity change, negative = cytotoxicity, usual class: inhibitors | HEK 293 viability, ATP luminescence (CellTiter-Glo), 48-72 h | 94,000 compounds, 6.6% hits; also: potency is read from the fitted curve at half-maximal effect; nearly all actives have a fitted effect of over 60% in size
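HEK 293 seeded at 250 cells/well receive compound via pintool. After 48 or 72 hr at 37 degree Celsius, 5% CO2 and 95% humidity, CellTiter-Glo is dispensed and luminescence read following 10 min at room temperature.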
IP6K1 inhibitor: inhibitors of human IP6K1. IP6K1 kinase, ADP-Glo luminescence, 2 h; stronger effect = lower value. AID 1645851. Q92551. activity change, % (series mostly up to about 58 µM). 140,000 compounds, 0.81% hits; in the data active = activity change below about -25%
Target sequence (Q92551 whole entry, looked up): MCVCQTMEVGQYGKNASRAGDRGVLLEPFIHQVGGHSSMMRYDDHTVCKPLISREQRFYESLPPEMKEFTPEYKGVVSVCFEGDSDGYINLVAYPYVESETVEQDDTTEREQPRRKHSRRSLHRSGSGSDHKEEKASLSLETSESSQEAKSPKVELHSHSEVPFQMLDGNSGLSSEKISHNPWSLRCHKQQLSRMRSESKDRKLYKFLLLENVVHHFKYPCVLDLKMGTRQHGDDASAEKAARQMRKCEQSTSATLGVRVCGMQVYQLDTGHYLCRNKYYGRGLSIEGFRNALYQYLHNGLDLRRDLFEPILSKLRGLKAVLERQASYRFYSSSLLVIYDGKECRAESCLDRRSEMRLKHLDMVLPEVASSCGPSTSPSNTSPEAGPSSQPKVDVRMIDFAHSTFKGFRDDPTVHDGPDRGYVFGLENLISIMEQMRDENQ
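ADP-Glo luminescence measures ADP made by human IP6K1 during a 2 h RT reaction with ATP/IP6 (mix at 1.3 mM/130 uM); top library doses 57.5 and 19.1 uM final.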
* hit, by the source's call; i = inactive; ? = inconclusive; nt = not tested or not shown; & = joins results of further samples; [ ] = another dose, or the depositor's remark. Unless noted, calls follow the shape of the dose curve; as a rule, active = well fitted curve in the direction sought with a large enough effect; inconclusive = small, poorly fitted or top-dose-only effect, or another doubt; inactive = no such curve, though single readings can be large; an effect the other way counts as inactive or inconclusive. Unless noted, % is scaled to controls: 0 for no effect and ±100 for the full control effect.

SMILES	Luciferase inh	3T3 cytotox	HEK293 viab	SNCA expr inhib	GPT2 inh	HEK293 tox	IP6K1 inhibitor
CCc1ccc(CNC(=O)CCn2nc(C)c3c(C)n(-c4ccccc4)nc3c2=O)cc1	nt	nt	-16%	14%	nt	nt	7
O=C(Cn1cc(S(=O)(=O)Cc2ccc(F)cc2)c2ccccc21)NCc1ccccc1	nt	nt	5%	-3%	nt	nt	3
CCOC(=O)[C@@H]1[C@@H](OC(N)=O)C(=O)N(C(C)C)C12CCN(S(=O)(=O)c1cccs1)CC2	nt	?	nt	nt	nt	i	8
COc1ccc(C(=O)N2CCC(c3noc(COc4ccc(C)cc4)n3)CC2)cn1	nt	?	3%	-2%	-5%	?	9
CCCCN1C(=O)C(CC(=O)NC2CC2)Sc2ncccc21 (centres undefined)	15%	i	5%	9%	4%	7%	13
CN(C(=O)c1cc2nc(-c3ccco3)cc(C(F)(F)F)n2n1)c1ccc(OC(F)(F)Cl)cc1	nt	nt	2%	-8%	nt	nt	4
COc1cccc(CNC(=O)C2CCCN2Cc2ccc(-c3cccc(OC)c3)cc2)c1 (centres undefined)	nt	35µM*	-14%	16%	-4%	?	-9
CCOc1ccc(NC(=O)c2ccc3c(c2)N(CC)C2CCCCCN2C3=O)cc1 (centres undefined)	-17%	?	-4%[12.5 µM]	-11%	i	?	-6
Cc1ccc(-c2noc([C@@H]3C[C@H](NC(=O)CC(C)(C)CC(=O)O)CN3C)n2)cc1	?	?	-18%[87.6 µM]	14%[87.6 µM]	?	-3%[172 µM]	2
O=C(NCCCn1ccnn1)c1cccc(S(=O)(=O)N2CCOCC2)c1	5%	-4%	0%	-8%	-1%	i	-8
Fc1ccc(Nc2nc3nonc3nc2Nc2cccc(C(F)(F)F)c2)cc1	nt	nt	?	?	nt	nt	-2
CN(C)CCCOCC1(C)COc2ccc(C(=O)Nc3ccc(F)c(Cl)c3)cc2N1 (centres undefined)	-22%[172 µM]	40µM*	-1%[87.6 µM]	84%[activator][87.6 µM]	-14%[88.5 µM]	63µM*	-8
COc1cccc(N2C(=O)OCC23CCN(Cc2c[nH]c4ccccc24)C3)c1 (centres undefined)	7%[172 µM]	-4%[138 µM]	-4%[87.6 µM]	43%[activator][87.6 µM]	-3%[88.5 µM]	?	3
O=C1NCCOCCCN(C(=O)NCc2ccc(F)cc2)[C@H]2CCCC[C@@H]12	4%	3%	2%	-10%	i	-1%	0
O=C(c1cccnc1)N1CCCC2(CN[S+](=O)([O-])c3cccnc3N2)C1 (centres undefined)	nt	-6%	nt	nt	nt	-2%	-2
COc1cccc(C(=O)N2CCC(C(=O)N3CCc4nc[nH]c4C3)CC2)c1	8%	i	-1%	-11%	i	-7%	-7
COc1cccc(NC(=O)CCc2nc3c(C)nn(-c4ccc(C)cc4)c3n(C)c2=O)c1	nt	nt	10%	-18%	nt	nt	8
CCN(CC)c1cc(C)c2cc(NC(=O)c3ccccc3OC)ccc2n1	nt	nt	-10%	-3%	nt	nt	-3
COCCCNC(=O)c1cc(-c2ccc(Cl)cc2Cl)c2nncn2n1	nt	?	3%[12.5 µM]	-11%[87.6 µM]	i	-21%[172 µM]	16
CCOC(=O)CCCOc1cccn2c(=O)c(-c3cc(C)n(-c4ccccc4C)n3)c(C)nc12	-8%	-9%	4%	6%	0%	0%	20
CCc1ccc(NC(=O)N2CCN(Cc3nc4ccc(C)cc4o3)CC2)cc1	nt	nt	-4%	7%	nt	nt	-17
CN1CCC(NC(=O)Cc2c[nH]c3ncc(-c4ccccc4)cc23)CC1	-4%[172 µM]	?	11%[87.6 µM]	-2%[87.6 µM]	-20%[88.5 µM]	?	-22
CCOC(=O)c1ccc(NC(=O)c2c(C)nn(-c3ccc(F)cc3)c2-n2cccc2)cc1	nt	nt	8%	-4%	nt	nt	3
COc1cc(NC(=O)c2nn(-c3ccc(C)cc3)c(=O)c3c2c2ccccc2n3C)cc(OC)c1OC	nt	nt	4%	-4%	nt	nt	17
COc1cccc(C(=O)N2CCCC(C(=O)N3CCC(N4Cc5cccn5C4=O)CC3)C2)c1 (centres undefined)	nt	-14%	-14%	15%	i	?	-11
Cc1ccc(COc2ccc(-c3cc(C(F)(F)F)n4nc(C)cc4n3)cc2)cc1	nt	nt	14%	7%	nt	nt	-4
CCc1ccccc1NC(=O)CSc1ncc2c(n1)-c1ccccc1N(C)S2(=O)=O	nt	nt	-6%	19%	nt	nt	55
COCCN1Cc2nc(Nc3ccc(F)c(Cl)c3)ccc2OCC1=O	0%[172 µM]	?	-5%[87.6 µM]	-6%[87.6 µM]	-8%[88.5 µM]	100µM*	-13
Cc1ccc2c(c1)C(c1ccccc1)N(C(=O)Cc1ccc(F)cc1)CC(=O)N2 (centres undefined)	nt	nt	-16%	-22%	nt	nt	-9
CCOC(=O)CC1c2cc(OCC)c(OCC)cc2CCN1C(=O)Nc1cccc(Cl)c1 (centres undefined)	nt	nt	?	?	nt	nt	26
O=C(CCC1CCN(C(=O)c2ccccc2F)CC1)Nc1ccc(N2CCOCC2)cc1	0%	-41%	-6%	-15%	i	-20%	13
O=C(NCCc1ccccn1)[C@@H]1C[C@@H](c2ccc(F)cc2)N(Cc2ccccc2)C1	-2%[172 µM]	?	-9%[87.6 µM]	?	2%[88.5 µM]	?	2
Cc1noc(-c2cccc(OC3CN(C(=O)CN4C(=O)CCC4=O)C3)c2)n1	-1%	3%	-4%	12%	i	?	23
Cc1noc(-c2ccn3c(CNC(=O)c4ccncc4)nnc3c2)n1	6%	i	6%	13%	-13%	i	11
C/C=C/c1ccc(O[C@@H]2O[C@H](CO)[C@@H](O)[C@H](O)[C@H]2O)c(OC)c1	nt	nt	-24%	nt	?	nt	6
COc1cc(Cl)c(C)cc1NC(=O)CCc1c(C)nc2c3cccnc3nn2c1C	nt	nt	4%	11%	nt	nt	23

Three entries from above, bar-delimited.
structure | Luciferase inh | 3T3 cytotox | HEK293 viab | SNCA expr inhib | GPT2 inh | HEK293 tox | IP6K1 inhibitor
CN(C(=O)c1cc2nc(-c3ccco3)cc(C(F)(F)F)n2n1)c1ccc(OC(F)(F)Cl)cc1 | nt | nt | 2% | -8% | nt | nt | 4
Cc1ccc2c(c1)C(c1ccccc1)N(C(=O)Cc1ccc(F)cc1)CC(=O)N2 (centres undefined) | nt | nt | -16% | -22% | nt | nt | -9
CCOc1ccc(NC(=O)c2ccc3c(c2)N(CC)C2CCCCCN2C3=O)cc1 (centres undefined) | -17% | ? | -4%[12.5 µM] | -11% | i | ? | -6

Next part.
SMILES	Luciferase inh	3T3 cytotox	HEK293 viab	SNCA expr inhib	GPT2 inh	HEK293 tox	IP6K1 inhibitor
CC(C)c1noc([C@@H]2C[C@H]3C(=O)NCCCCCCN(C(=O)CCc4ccccc4)[C@H]3C2)n1	-12%	-20%	?	-20%	i	?	14
CCN(CCCNC(=O)Cn1ncc2c3ccccc3n(C)c2c1=O)Cc1ccccc1	nt	nt	-10%	4%	nt	nt	-9
CCCCc1nn2c(=O)cc(COC(=O)c3ccc(NC(=O)c4ccccc4Cl)cc3)nc2s1	nt	nt	9%	8%	nt	nt	7
Cc1ccc(C(=O)N2CCC3(CC2)NC(=O)N(c2ccccc2Cl)N3)cc1	5%	?	-1%	1%	?	?	7
O=C(Nc1cc(-c2cccnc2)nn1-c1ccccc1)c1cccc(Cl)c1	nt	?	-17%	-8%	i	?	-6
O=C(Nc1ccccc1)N1CCCC1C(=O)N1CCCC1c1nc2ccncc2[nH]1 (centres undefined)	nt	0%	-18%	-29%	2%	i	-5
Cc1cn2nc(C(=O)N3CCC(C)CC3)cc2c(N(C)Cc2ccccc2)n1	-6%	35µM*	-11%	14%	0%	?	-2
O=C(CC1CCCC1)N1CC(c2noc(COc3ccccc3)n2)C1	-1%	?	-7%	3%	i	?	13
COc1ccc(C2Cn3nnc(-c4noc(Cc5ccccc5C)n4)c3CO2)cc1 (centres undefined)	-12%	-40%	-6%	-2%	i	-17%	-11
Cc1ccc(C(=O)N(C)C2CCCc3ccccc32)cc1 (centres undefined)	35µM*	?	?	91%[activator][87.6 µM]	i	79µM*	-1
CC(C(=O)Nc1cccc(C#N)c1)n1nc(-c2ccccc2)c2c(c1=O)CCCC2 (centres undefined)	nt	nt	-14%	?	nt	nt	-6
O=C1CCN(CC(O)COc2ccccc2)c2ccc(F)cc2CN1CC1CC1 (centres undefined)	nt	-25%	nt	nt	nt	?	-3
O=[S+]([O-])(c1ccccc1)N1CC2(CCCCN2Cc2cccnc2)Cc2ccccc21 (centres undefined)	nt	?	-12%	-16%	-11%	?	-24
O=NN(CCCl)C(=O)NC1CCCCC1	nt	nt	-3%	25%	1%&-4%	nt	31
COc1ccc(Nc2cc(C(=O)NCCCN3CCN(c4ccc(OC)cc4)CC3)c3ccccc3n2)cc1	nt	nt	?	?	nt	nt	27
Cc1ccc(CNC(=O)CC2Sc3ncccc3N(C)C2=O)cc1 (centres undefined)	11%	-1%	2%	11%	i	-3%	22
CN(Cc1cccc(OC(F)(F)F)c1)Cc1ccccc1C(F)(F)F	0%	-13%	15%	-7%	i	-11%	-10
COc1ccc(OC)c(CCNC(=O)CCc2cn(Cc3cc(C)ccc3C)c3ccccc23)c1	nt	nt	-8%	-9%	nt	nt	-2
Cc1cccc(C(=O)Nc2ccc(C(=O)OCc3cc(=O)n4c(C)csc4n3)cc2)c1	nt	nt	1%	-26%	nt	nt	5
c1ccc(CC2CCOC3(CCN(Cc4ccncc4)CC3)C2)cc1 (centres undefined)	2%	?	6%	-14%	i	?	21
COc1ccccc1OCC(=O)c1ccc2c(c1)N(CCCC(=O)N1CCOCC1)C(=O)CO2	3%	-25%	?	-16%	i	-13%	-2
COc1ccc(NC(=O)NC[C@H]2O[C@@H]3C[C@@H](CC(=O)N4CCC(F)(F)C4)O[C@@H]3[C@@H]2O)cc1	10%	1%	0%	6%	i	-3%	3
CN(C)c1ncc2c(n1)C(C)(C(=O)Nc1ccccc1F)CCC2 (centres undefined)	-3%[172 µM]	?	3%[87.6 µM]	?	-21%[88.5 µM]	100µM*	1
O=C(C1CCCN(S(=O)(=O)c2cccs2)C1)N1CCN(c2ccccc2F)CC1 (centres undefined)	nt	nt	3%	-16%	nt	nt	-19
O=C1C2=C(Nc3ccccc3SC2c2ccc(Cl)c(Cl)c2)c2ccccc21 (centres undefined)	nt	nt	?	?	nt	nt	-8
CCN1CCC(N2CCCC(N3CCN(c4cccc(Cl)c4)CC3)C2)CC1 (centres undefined)	-8%	-2%	9%	-16%	i	-12%	2
O=C1CC2(CCN(Cc3cccc(O)c3)CC2)CN1Cc1ccc(F)c(F)c1	-6%	-1%	0%	4%	i	-6%	7
CCn1cc(C(=O)NCc2ccccc2)c(=O)c2cc(S(=O)(=O)N3CCOCC3)ccc21	nt	nt	?	-8%	nt	nt	-14

Not all compounds are listed; rates above refer to the full screens.
